Source: PubChem BioAssay
ATG4B inhibitor – ATG4B protease inhibitors, primary screen, biochemical, fluorescence, uHTS; ATG4B cleavage of LC3-PLA2, NBD-HPC fluorescence, 1 h; inhibition, % at 8.33 µM; actives 0.51% (n = 340,000); AID 504462, 2011; in the data active = inhibition above about 40%
APOBEC3A inh – APOBEC3A ssDNA deaminase inhibitors, primary screen, selectivity assay for APOBEC3G inhibitor project, biochemical, FAM/TAMRA oligo cleavage fluorescence; inhibition, % at 20 µM; actives 0.41% (n = 330,000); recombinant A3A, FAM/TAMRA ssDNA deamination fluorescence;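 active = at least 40% inhibition at 20 µM here, with at most 30% in a related deaminase screen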;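 also: plate controls were A3A with DMSO for no effect and wells lacking A3A enzyme for full effect; some results filed as inactive read as strong as hits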
Target sequence (P31941 whole entry, looked up): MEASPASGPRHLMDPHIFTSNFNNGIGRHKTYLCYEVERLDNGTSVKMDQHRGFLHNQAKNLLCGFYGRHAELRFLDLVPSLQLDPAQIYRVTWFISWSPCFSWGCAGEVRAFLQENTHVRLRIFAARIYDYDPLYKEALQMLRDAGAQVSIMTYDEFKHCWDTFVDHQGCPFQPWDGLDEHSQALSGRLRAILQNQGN
hIAP activ – human IAP activators, primary screen, biochemical, luminescence, uHTS. Intestinal-type alkaline phosphatase (Homo sapiens), P09923. purified human IAP, CDP-Star luminescence, 30 min; active compounds read high; 1 = vehicle-only enzyme, 0 = enzyme-free background. activation factor at 10 µM. actives 0.16% (n = 330,000);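 active = activation factor of the enzyme at least 2-fold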; also: the source names both 10 and 20 µM as test concentration; values of inactives mirror those of a sister screen read the other way
hIAP inh – human IAP inhibitors, primary screen, biochemical, luminescence, uHTS; Intestinal-type alkaline phosphatase (Homo sapiens), P09923; purified IAP, CDP-Star luminescence, 30 min; inhibition, % at 10 µM; actives 0.12% (n = 330,000); AID 2544, 2010;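 active = inhibition reaching a set limit with compound at 10 µM in the primary screen, cut at about 35% in these data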;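 also: plate controls were DMSO wells with enzyme for no effect and no-enzyme buffer wells for full effect; values of inactives mirror those of a sister screen read the other way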
mIAP act – activators of mouse IAP, primary screen, biochemical, luminescence, uHTS. intestinal alkaline phosphatase [Mus musculus]. muIAP, CDP-Star luminescence, 30 min; active compounds read high; 1 = vehicle-only enzyme signal, 0 = enzyme-free wells. activation factor at 10 µM. actives 0.24% (n = 330,000). AID 2805, 2010;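 active = activation factor of at least 2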; also: the source names both 10 and 20 µM as test concentration; values of inactives mirror those of a sister screen read the other way
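System: mouse IAP enzyme. Reagent: CDP-Star chemiluminescent phosphatase substrate. Benchmarks: DMSO wells, no-enzyme wells. Times: 30 min enzyme-substrate-compound incubation at room temperature. Detection: luminescence from enzymatic CDP-Star hydrolysis. Doses: test compounds delivered from DMSO solution.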
HKDC1 inh – HKDC1 hexokinase inhibitors, primary screen, biochemical, fluorescence, uHTS | Q2TB90 | recombinant HKDC1, G6PDH/diaphorase resazurin coupled fluorescence | inhibition, % at 20 µM | actives 0.16% (n = 340,000);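 active = inhibition above about 35% when tested at 20 µM, limit read from the data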;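 also: plate controls were DMSO wells with enzyme for no effect and DMSO wells lacking enzyme for full effect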
Target sequence (Q2TB90 whole entry, looked up): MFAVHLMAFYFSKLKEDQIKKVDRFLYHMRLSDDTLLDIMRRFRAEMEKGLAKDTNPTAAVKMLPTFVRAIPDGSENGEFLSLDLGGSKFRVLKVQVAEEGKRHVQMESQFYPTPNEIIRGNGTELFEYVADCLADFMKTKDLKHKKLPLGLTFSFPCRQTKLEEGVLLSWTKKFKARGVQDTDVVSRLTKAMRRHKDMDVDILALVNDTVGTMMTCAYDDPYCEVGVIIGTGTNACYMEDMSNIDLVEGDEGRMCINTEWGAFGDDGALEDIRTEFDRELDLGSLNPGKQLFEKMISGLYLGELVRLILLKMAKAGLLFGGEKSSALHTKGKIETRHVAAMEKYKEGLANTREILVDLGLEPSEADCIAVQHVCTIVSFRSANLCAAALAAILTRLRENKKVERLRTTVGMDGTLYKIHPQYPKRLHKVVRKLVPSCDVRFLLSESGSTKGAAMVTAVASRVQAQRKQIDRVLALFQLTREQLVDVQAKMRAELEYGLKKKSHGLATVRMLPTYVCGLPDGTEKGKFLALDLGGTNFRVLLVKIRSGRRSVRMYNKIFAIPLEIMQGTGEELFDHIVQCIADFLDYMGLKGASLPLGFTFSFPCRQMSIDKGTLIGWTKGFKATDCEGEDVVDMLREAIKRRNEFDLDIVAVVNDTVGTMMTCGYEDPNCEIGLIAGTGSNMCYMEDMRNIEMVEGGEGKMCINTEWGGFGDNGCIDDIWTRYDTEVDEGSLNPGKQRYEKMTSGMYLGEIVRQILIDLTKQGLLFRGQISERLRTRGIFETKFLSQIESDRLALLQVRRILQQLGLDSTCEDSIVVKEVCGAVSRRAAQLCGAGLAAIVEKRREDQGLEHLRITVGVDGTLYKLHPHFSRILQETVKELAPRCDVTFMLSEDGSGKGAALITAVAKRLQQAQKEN
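Assay system – recombinant HKDC1 (HK5) hexokinase enzyme, produced in-house · Input – HKDC1 at 5 µg/mL · Reagent – glucose plus 1 mM ATP as hexokinase substrates · Timing – 90 min reaction incubation at room temperature, dark · Measured by – G6PDH/diaphorase-coupled fluorescence, 1 mM NADP, 100 µM resazurin, 525/613 nm · Benchmarks – DMSO-enzyme wells negative, buffer-substituted wells positive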
PfGluPho inh – PfG6PD enzyme inhibitors, primary screen, biochemical, fluorescence intensity, uHTS; PfGluPho enzyme, NADPH resazurin-diaphorase fluorescence; inhibition, % at 20 µM; AID 504690, 2011; actives 0.78% (n = 350,000);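 active = inhibition reaching at least a set limit at 20 µM in the primary screen, cut at about 59% in these data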;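 also: 0% = DMSO wells with substrate and 100% = DMSO wells lacking glucose-6-phosphate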
mIAP inh – inhibitors of mouse IAP, primary screen, biochemical, luminescence, uHTS. intestinal alkaline phosphatase [Mus musculus]. purified mouse IAP, CDP-Star luminescence, 30 min. inhibition, % at 10 µM. actives 0.2% (n = 330,000);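 active = inhibition of at least 40% at 10 µM in the primary screen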;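 also: plate controls were DMSO with enzyme for no effect and no enzyme wells for full effect; values of inactives mirror those of a sister screen read the other way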
* = called active by the depositor.

structure,ATG4B inhibitor,APOBEC3A inh,hIAP activ,hIAP inh,mIAP act,HKDC1 inh,PfGluPho inh,mIAP inh
CCOC(=O)[C@H]1[C@H]2COc3ccccc3[C@@H]2N2C(=O)c3ccc(C)cc3NC(=O)[C@@]12C,-4,1,1,-4,1,-2,-14,0
CCOC(=O)c1nc(NNC(=O)c2ccc([N+](=O)[O-])cc2)sc1C,-1,-3,1.2,-21,0.8,-25,9,20
Cc1ccc(-c2ccc(CCC(=O)O)n2-c2cccc(O)c2)cc1,5,-1,0.91,9,0.85,9,-3,15
OCCn1c(SCCOc2ccccc2F)nc2ccccc21,-1,0,1.1,-11,1.1,2,5,-9
CC(C)c1ccccc1NC(=S)N1CCN(Cc2ccc3c(c2)OCO3)CC1,-2,3,0.99,1,0.88,4,-14,12
COc1cccc(-c2nc(-c3ccc(NC(=O)c4cccs4)cc3)no2)c1,-12,1,0.82,18,0.92,-10,2,8
O=C(Cc1ccc([N+](=O)[O-])cc1)N/N=C/c1ccccc1F,-2,-6,1.1,-6,0.96,-2,21,4
CCOCCCN(C)C1CCN(C(=O)c2oc3ccccc3c2NC(=O)Cc2ccc(F)cc2)CC1,9,-6,0.82,18,1.1,1,2,-6
COc1cc2c(cc1OC)C(c1cccc(Cl)c1Cl)CC(=O)N2 (stereo not given),-1,-4,0.93,7,0.92,-4,-14,8
Cc1ccccc1NC(=O)Cc1cccs1,3,-3,1.1,-7,1.1,0,-3,-6
Cc1cc(C)cc(NC(=O)CN(C)CC(=O)N(CC(C)C)c2c(N)n(CC(C)C)c(=O)[nH]c2=O)c1,-30,-2,1,-2,0.97,-3,6,3
CCn1c(=N)n(CC(=O)c2ccc(Cl)c(Cl)c2)c2ccccc21,2,-4,1.3,-31,0.96,-1,52,4
C/C(=N\NC(=O)c1ccco1)c1cccc2ccccc12,1,-5,0.88,12,1,-1,-8,-3
CN(C)c1oc(-c2cccs2)nc1C#N,-17,-2,1.1,-13,0.99,-2,-2,1
Cc1ccc(S(=O)(=O)N2CCN(C(=O)N3CCOCC3)C2C)cc1 (stereo not given),-10,2,1.1,-6,1.1,-9,-5,-10
O=C(Nc1ccc(F)cc1)c1cccnc1NCCc1ccccc1,-5,3,0.81,19,1,-5,30,-4
CCOC(=O)N1CCN(CC(O)COCC2=CCC3CC2C3(C)C)CC1 (stereo not given),5,-1,1,-3,1.1,2,-21,-6
O=C(c1ccco1)N1CCN(C(=O)c2cccc3c2C(=O)N(Cc2cccnc2)C3)CC1,-22,-6,1,-3,1,-4,12,-1
CCCc1cc(C(=O)Cc2nc3ccccc3s2)c(O)cc1O,3,2,1.1,-11,1,7,4,-2
CCC(C)(C)NC(=O)/C=C/c1cnc2ccccc2n1,0,1,1.3,-25,1,17,-12,-4
O=C(NCc1cccnc1)c1ccc(Br)o1,7,-1,0.96,4,0.96,-2,0,4
O=C(C[n+]1ccncc1)c1ccccc1,2,-6,1.2,-16,0.99,4,-10,1
O=C(Nc1ccc(S(=O)(=O)Nc2ncccn2)cc1)c1ccc(F)c(S(=O)(=O)N2CCOCC2)c1,-6,4,0.95,5,1.2,-3,3,-16
Cc1ccc(C(=O)/C=C\Nc2ccc(C)c(C)c2)cc1,-2,-4,1,-1,0.91,-8,8,9
O=C1CN(C(=O)CSc2ccccn2)c2ccccc2N1,-5,-2,0.92,8,0.94,0,1,6
Cc1onc(C(=O)Nc2ccc3c(c2)OCO3)c1[N+](=O)[O-],13,-2,1.2,-21,1,2,16,0
CCCC(=O)C1C(=O)CC(CC(C)SCC)CC1=O (stereo not given),6,-3,0.94,6,0.97,-3,4,3
COc1ccc(F)cc1C(=O)C1CCCN(C(=O)c2ccc(C(C)=O)s2)C1 (stereo not given),-5,-2,1.3,-26,0.95,3,-12,5
Cc1ccc2[nH]c3c(=O)n(Cc4ccco4)cnc3c2c1,-2,-2,1,-4,0.95,-4,2,5
Cc1ccc(CS(=O)(=O)Cc2ccc(C(=O)NCCCN3CC(C)CC(C)C3)o2)cc1 (stereo not given),2,-3,1.3,-31,1,-5,-7,-1
CCOC(=O)C(C)Sc1snnc1C (stereo not given),2,-1,0.88,12,0.84,-8,-7,16
Cc1cc(C)n(-c2nc(Nc3ccccc3C(F)(F)F)nc(-n3nc(C)cc3C)n2)n1,-26,-1,0.98,2,0.88,7,17,12
CCO[C@H]1OC(C(=O)NCc2nc3ccccc3[nH]2)=C[C@@H](c2cn(C(C)=O)c3ccccc23)[C@@H]1CCCO,-7,-4,0.97,3,1.1,-3,14,-12
Cc1cc(NC(=O)C(C)SCC(=O)N(Cc2ccccc2)c2ccccc2)no1 (stereo not given),-2,1,0.91,9,0.96,2,14,4
C=CCOC(=O)C1=C(C)Nc2nnnn2C1c1cc(OC)ccc1OC (stereo not given),1,0,1,0,1,-6,17,0
CC(C)(C)c1ccc(OCCCC(=O)Nc2cccc(S(=O)(=O)N3CCOCC3)c2)cc1,-26,0,1,-2,1.3,1,34,-28
CCCN1CN(Cc2ccco2)c2nc3ccccc3n2C1,6,0,1.1,-5,0.92,-3,-3,8
Cc1ccccc1OCC(=O)OCC(=O)NCc1ccccc1,4,-2,0.92,8,1.2,0,-1,-16
O=C(CSc1ccc2nnc(-c3ccccn3)n2n1)Nc1ccccc1,0,-2,1.2,-16,0.7,-8,-2,30
CC(C)(C)OC(=O)N1CCC[C@H]1c1nnc(SCc2c(Cl)cccc2Cl)o1,37,-3,0.94,6,0.95,5,-29,5
Cn1c(=O)c2c(nc(Cc3ccc(N)cc3)n2C)n(C)c1=O,4,0,1.1,-9,1,1,15,-2
Cc1[nH]c2ccccc2c1C(=O)COC(=O)Cn1c(C(F)(F)F)nc2ccccc21,-19,-3,0.98,2,1.1,-8,15,-8
COC(=O)CSc1nnc2cc(C)c3ccccc3n12,1,-2,0.9,10,0.96,3,0,4
COc1cc(C(=O)NC2CCCc3ccccc32)cc(OC)c1OC (stereo not given),-6,-2,1.1,-11,0.94,1,-6,6
CN(C)c1ccc(/C=N/NS(=O)(=O)c2ccc(Br)cc2)cc1,-10,3,0.87,13,0.97,5,-7,3
CCOc1ccc(NC(=O)CCC(=O)c2ccc(Br)cc2)cc1,-2,-6,1,-3,1,-5,2,-3
COc1c(Br)cc(Br)cc1/C=N/NC(=O)c1cccnc1,-7,-3,0.88,12,1,-3,11,-2
Cc1cc(C(=O)NNc2cc(Cl)ccc2Cl)no1,11,6,1.1,-12,1,-1,-6,0
COc1cc(C(=S)N2CCOCC2)cc(OC)c1OS(=O)(=O)c1ccc(Cl)cc1,-3,-6,1,-3,0.87,-2,23,13
CCCSc1cc(N)cc([N+](=O)[O-])c1,-4,1,0.94,6,0.92,-5,13,8
Cn1nnnc1Sc1ncnc2scc(-c3ccc(F)cc3)c12,-5,-6,0.89,11,1.1,10,-4,-7
CC(=O)c1ccc(OCC(=O)OC(C)C(=O)NC2CCCCC2)cc1 (stereo not given),-4,0,1,-2,0.93,-4,-2,7
CCCC(=O)Nc1ccc(-c2nc3cc(C)c(C)cc3o2)cc1,-1,-7,1.3,-30,1.1,3,-3,-14
c1ccc(-c2nnc(CN3CCN(C(c4ccccc4)c4ccccc4)CC3)o2)cc1,-12,0,1,-2,1.1,0,-13,-8
O=C(Nc1cccc2c1CCCC2)C1CCN(c2nnnn2-c2ccccc2)CC1,12,-2,0.96,4,1.1,5,8,-6
COc1ccc2c(c1)-c1ccccc1S(=O)(=O)N2C(C)=O,1,-6,1.1,-9,1.1,2,-7,-13

The results go on.
structure,ATG4B inhibitor,APOBEC3A inh,hIAP activ,hIAP inh,mIAP act,HKDC1 inh,PfGluPho inh,mIAP inh
COC(=O)c1cnn(-c2ccc(F)cc2F)c1/C=N/NC(N)=S,-1,-5,1.3,-28,1,-2,-2,0
COc1cc(C(=O)C(=O)c2cc(OC)c(O)c(OC)c2)cc(OC)c1O,0,8,0.83,17,0.97,-6,4,3
COc1ccc(NC(=O)CN(C)C(=O)Cc2ccc3c(c2)OCCO3)cc1,5,-5,1.1,-9,0.97,-1,0,3
Cc1nc2nc(-c3cccnc3)nn2c(C)c1Cl,-3,-1,0.89,11,0.92,-2,-2,8
CCN(Cc1ccccc1)S(=O)(=O)c1ccc(OC)cc1,11,1,1,-1,1.1,0,3,-9
CCN(CC)c1ccc2cc(-c3nnc(-c4ccccc4)o3)c(=O)oc2c1,-17,-10,1.1,-12,0.97,-7,-5,2
CN(CC(=O)Nc1ccc(Cl)cc1)C(=O)c1ccc(N2CCCC2=O)cc1,-1,2,0.99,1,1,-1,-9,0
CC1=C(C(=O)Nc2cccc(C(=O)NCc3ccccc3C)c2)SCCO1,54*,0,1.2,-23,1.1,-3,-6,-5

Part of the list above, with the structure last:
| ATG4B inhibitor | APOBEC3A inh | hIAP activ | hIAP inh | mIAP act | HKDC1 inh | PfGluPho inh | mIAP inh | Structure |
| --- | --- | --- | --- | --- | --- | --- | --- | --- |
| -4 | 0 | 1 | -2 | 0.93 | -4 | -2 | 7 | CC(=O)c1ccc(OCC(=O)OC(C)C(=O)NC2CCCCC2)cc1 (stereo not given) |
| -1 | -7 | 1.3 | -30 | 1.1 | 3 | -3 | -14 | CCCC(=O)Nc1ccc(-c2nc3cc(C)c(C)cc3o2)cc1 |
| -12 | 0 | 1 | -2 | 1.1 | 0 | -13 | -8 | c1ccc(-c2nnc(CN3CCN(C(c4ccccc4)c4ccccc4)CC3)o2)cc1 |

Other results
structure,ATG4B inhibitor,APOBEC3A inh,hIAP activ,hIAP inh,mIAP act,HKDC1 inh,PfGluPho inh,mIAP inh
CCOc1cc(/C=C/C(=O)OCC(=O)NCC2CCCO2)cc(Cl)c1OC (stereo not given),-5,0,0.99,1,0.88,-6,-2,12
O=C(CSc1nccn1-c1ncc(C(F)(F)F)cc1Cl)c1ccc(Br)cc1,104*,-2,1.3,-30,0.91,9,10,9
c1cc(CSc2nnc(-c3ccc4c(c3)OCO4)o2)ccn1,-2,-2,0.77,23,1,3,-15,-1
N#CN=C1CCCCCN1CC(N)=O,-5,-7,0.98,2,0.97,-9,-4,3
O=C(O)CCCC(=O)Nc1ccc(C(=O)NCc2cccnc2)cc1,1,1,0.82,18,0.91,-2,-7,9
COc1cc(C)c(C(C)C)cc1S(=O)(=O)N1CCN(C)CC1,-1,-1,0.92,8,1,-8,-5,0
CN1C(=O)/C(=C/c2coc3ccc(O)cc3c2=O)SC1=S,-3,8,0.94,6,0.68,-2,0,32
CN(C)c1nc(NCc2ccccc2)nc(SCC(N)=O)n1,-3,-2,1.1,-9,1.1,-4,7,-7
CCCCOc1ccccc1NC(=O)CSc1nnnn1C(C)(C)C,3,0,1,-5,0.95,2,5,5
Cc1ccc(N2C(=O)c3ccccc3NC2(C(=O)O)c2ccccc2)cc1Cl (stereo not given),4,-2,0.87,13,1,3,-35,-3
CC(NC(=O)/C(C#N)=C/c1ccc(OCC(=O)O)cc1)c1ccccc1 (stereo not given),4,40,1.3,-31,1,-5,2,-4
